SRC3 inh = human NCOA3 inhibition; inhibition, % at 3.6 µM; 0.17% of 360,000 active; HEK293 GAL4-SRC3 luciferase reporter, luminescence;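 active = inhibition above a per-campaign cutoff, the mean of all compounds plus 3 SD, cut at about 60% in these data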;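 note: 0% = DMSO-treated cells and 100% = gossypol-treated cells at 36 µM; higher means less SRC3-driven luciferase light from the GAL4 reporter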
NR2F2 inh = inhibitors of human COUP-TFII (NR2F2); 0.7% of 370,000 active; P24468; HEK293T NGFI-A luciferase reporter, luminescence; inhibition, % at 8.6 µM; AID 686940;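 active = inhibition above a per-plate cutoff, mean inhibition of test wells between control levels plus 3 SD, cut at about 38% in these data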;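 note: cells cotransfected with COUP-TFII expression vector driving the NGFI-A reporter; 0% = median of COUP-TF2 test wells and 100% = reporter-only cells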
Target sequence (P24468 whole entry, looked up): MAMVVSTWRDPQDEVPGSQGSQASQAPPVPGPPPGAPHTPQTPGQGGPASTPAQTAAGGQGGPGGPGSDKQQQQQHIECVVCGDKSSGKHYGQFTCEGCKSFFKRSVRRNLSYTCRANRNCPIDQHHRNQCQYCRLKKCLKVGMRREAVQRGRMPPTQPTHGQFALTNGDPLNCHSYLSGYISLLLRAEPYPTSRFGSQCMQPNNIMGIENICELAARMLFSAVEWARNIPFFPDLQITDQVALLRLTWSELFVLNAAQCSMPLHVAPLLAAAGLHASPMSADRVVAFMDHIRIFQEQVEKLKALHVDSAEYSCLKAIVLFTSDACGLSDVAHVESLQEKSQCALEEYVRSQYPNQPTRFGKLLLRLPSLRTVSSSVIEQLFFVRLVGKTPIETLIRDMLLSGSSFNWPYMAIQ
TROY signal inh = TROY signaling inhibition. 0.98% of 360,000 active. inhibition, % at 10 µM. Q293 LMP1-TROYcd NF-kB luciferase reporter, 4 h;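 active = compounds whose plate-normalised and pattern-corrected inhibition of the luciferase reporter signal at the single screening dose is 50% or more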
TWEAK-Fn14 inh = blocks TWEAK-Fn14 interaction in a reporter cell assay. 2% of 360,000 active. inhibition, % at 10 µM. TWEAK-stimulated Fn14 reporter cells, luciferase luminescence, 8 h; in the data active = inhibition above about 50%
SRC1 inh = inhibitors of human steroid receptor coactivator 1 (SRC1); Q15788; HEK293 GAL4-SRC1 luciferase reporter, luminescence; inhibition, % at 3.6 µM; 0.12% of 360,000 active;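 active = inhibition above the campaign mean plus 3 SD, with each screening campaign given its own cutoff, cut at about 60% in these data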;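 note: 0% = DMSO treated cells and 100% = gossypol at 36 µM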
NR5A2 inv ag = inverse agonists of human LRH-1 (NR5A2) | HEK293T StAR-luciferase reporter, LRH-1 transfected, 24 h | inhibition, % at 3.6 µM | 0.13% of 360,000 active | AID 602396;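 active = inhibition above the mean inhibition of all tested compounds plus 3 SD, cut at about 73% in these data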;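 note: 0% = DMSO wells and 100% = reporter-only cells lacking LRH-1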
Target sequence (O00482 whole entry, looked up): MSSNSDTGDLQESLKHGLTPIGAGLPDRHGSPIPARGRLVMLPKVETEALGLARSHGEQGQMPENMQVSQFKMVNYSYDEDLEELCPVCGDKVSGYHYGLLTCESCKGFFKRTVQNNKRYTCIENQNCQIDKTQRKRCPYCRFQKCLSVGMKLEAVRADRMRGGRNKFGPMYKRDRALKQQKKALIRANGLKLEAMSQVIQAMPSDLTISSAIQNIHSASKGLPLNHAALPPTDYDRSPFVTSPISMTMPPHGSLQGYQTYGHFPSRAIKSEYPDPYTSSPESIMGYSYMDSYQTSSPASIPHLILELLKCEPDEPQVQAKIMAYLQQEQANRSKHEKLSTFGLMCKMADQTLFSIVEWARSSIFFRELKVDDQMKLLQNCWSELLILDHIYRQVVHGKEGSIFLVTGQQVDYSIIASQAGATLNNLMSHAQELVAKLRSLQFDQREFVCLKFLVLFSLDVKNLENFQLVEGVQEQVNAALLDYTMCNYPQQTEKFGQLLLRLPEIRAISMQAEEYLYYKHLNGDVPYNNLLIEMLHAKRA
Granule exo inh = blocks lytic granule exocytosis | TALL-104 LAMP-1 surface exposure, flow cytometry; cells stimulated with thapsigargin and PMA | inhibition, % at 10 µM | 0.66% of 360,000 active;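 active = inhibition above about 55%, limit read from the data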
NOD2 RIPK2 PPI = inhibitors of human NOD2-RIPK2 interaction | O43353 | inhibition, % at 4.98 µM | AID 624267 | 0.38% of 360,000 active | CHO BLA complementation NOD2-RIPK2, CCF4 ratio; in the data active = inhibition above about 21%;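 note: 0% = vehicle only and 100% = reference blocker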
ABHD5 PLIN5 PPI = ABHD5-PLIN5 protein interaction inhibition; Split G. princeps luciferase complementation, luminescence, 4 h; inhibition, % at 4 µM; Q00G26+Q8WTS1; 0.78% of 360,000 active;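 active = inhibition above the mean inhibition across every tested compound plus 3 SD, cut at about 22% in these data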;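 note: 0% = DMSO only wells and the 100% control is not disclosed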
NCOA2 inhibitor = human SRC2 (NCOA2) inhibition | AID 651957 | inhibition, % at 9 µM | Q15596 | HEK293 GAL4-SRC2 luciferase reporter, luminescence | 0.17% of 370,000 active;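 active = inhibition above the mean inhibition of all tested compounds plus 3 SD, set per campaign, cut at about 52% in these data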;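 note: 0% = DMSO treated cells and 100% = cells given Gossypol at 36 µM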
TLR9-MyD88 inh = TLR9-MyD88 interaction inhibition. Q9NR96+Q99836. CHO BLA complementation TLR9-MyD88, CCF4 FRET ratio. inhibition, % at 4.98 µM. 0.21% of 340,000 active. AID 504734;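 active = inhibition above the mean over all tested compounds plus 3 SD, cut at about 21% in these data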;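 note: 0% = DMSO only wells and 100% = clavulanate BLA inhibitor control wells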
An asterisk follows results filed as active; . = not tested or not shown.

SMILES	SRC3 inh	NR2F2 inh	TROY signal inh	TWEAK-Fn14 inh	SRC1 inh	NR5A2 inv ag	Granule exo inh	NOD2 RIPK2 PPI	ABHD5 PLIN5 PPI	NCOA2 inhibitor	TLR9-MyD88 inh
Cc1ccc(C(=O)Nc2cccc3ncccc23)cc1[N+](=O)[O-]	9	13	2	-2	-5	2	2	-6	1	-13	-7
CCNC(=O)C1(C)CCN(C(=O)c2ccc(C(=O)OC)cc2)C1 (stereo not given)	1	-3	-6	0	5	0	-8	10	3	-22	.
O=C(Nc1ccccc1F)n1ncc2cc(Cl)ccc21	-6	-12	-31	-34	-1	-16	6	-3	1	-25	4
COc1ccc(OC)c(N(CCN2C(=O)c3ccccc3C2=O)C(=O)CCl)c1	14	4	-7	26	19	51	2	-8	-11	40	-6
NC1=NC(c2ccc(Cl)cc2)n2c(nc3ccccc32)N1 (stereo not given)	3	-8	13	-4	-4	-7	0	4	4	2	-11
CCn1c(CCc2ccccc2)nnc1SCC(N)=O	12	-1	21	2	13	13	-6	-5	1	-25	-2
CCOc1ccccc1NS(=O)(=O)c1csc(C(N)=O)c1	-1	3	-4	13	-9	-20	-2	-6	-5	-6	2
COc1ccc(C(=O)OCn2nnc3ccccc3c2=O)cc1OC	14	6	-8	28	12	16	-4	-4	-1	-10	-8
O=C(NCc1ccccc1)c1cncc(Br)c1	14	21	3	8	2	-17	-3	-3	0	-4	-12
Nc1ncnc(Oc2cccc3cccnc23)c1[N+](=O)[O-]	9	10	19	6	-9	2	-2	3	6	-5	1
Cc1cc(N/N=C/c2ccccc2O)nc(-c2ccccc2O)n1	1	-11	-30	29	-1	6	-3	8	-3	5	-11
COc1ccc(/C=C(\C#N)C(=O)c2c(C)[nH]c3ccccc23)cc1OC	-21	-1	25	23	-2	22	3	0	7	-28	-7
O=c1cc(-c2ccccc2)nc(N2CCCCC2)[nH]1	19	4	2	0	-1	1	-2	11	6	-2	-9
CCCS(=O)(=O)c1cn2cccc(N)c2c1S(=O)(=O)CCC	16	2	-4	5	5	0	0	9	14	-5	8
COc1ccccc1CNC(=O)CCn1c(=O)oc2ccccc21	-6	10	-11	2	7	0	1	9	2	7	2
COc1ccc(/C=C/c2cc(C(F)(F)F)[nH]c(=O)n2)cc1OC	30	9	21	49	7	-26	8	1	22*	-17	.
Cc1cc(=O)oc(C)c1C(=O)NC1CC(C)(C)NC(C)(C)C1	18	17	-3	-1	1	8	-4	2	2	-8	2
Cc1ccc(C)c(-n2c(C)cc(/C=N/NC(=O)c3c(C)nc4cc(C)ccn34)c2C)c1	9	-4	-13	6	-4	-3	-6	8	2	-20	-4
COc1ccc(/C=N/n2c(COc3ccccc3)n[nH]c2=S)cc1OC	4	-26	6	-11	-11	-8	-9	-3	-8	9	-14
CCc1ccc2oc(C(=O)NC3CCS(=O)(=O)C3)cc(=O)c2c1 (stereo not given)	-24	11	-3	-17	3	-4	-1	-3	-9	14	-5

Continued, starting with the last five of the part before.
SMILES	SRC3 inh	NR2F2 inh	TROY signal inh	TWEAK-Fn14 inh	SRC1 inh	NR5A2 inv ag	Granule exo inh	NOD2 RIPK2 PPI	ABHD5 PLIN5 PPI	NCOA2 inhibitor	TLR9-MyD88 inh
COc1ccc(/C=C/c2cc(C(F)(F)F)[nH]c(=O)n2)cc1OC	30	9	21	49	7	-26	8	1	22*	-17	.
Cc1cc(=O)oc(C)c1C(=O)NC1CC(C)(C)NC(C)(C)C1	18	17	-3	-1	1	8	-4	2	2	-8	2
Cc1ccc(C)c(-n2c(C)cc(/C=N/NC(=O)c3c(C)nc4cc(C)ccn34)c2C)c1	9	-4	-13	6	-4	-3	-6	8	2	-20	-4
COc1ccc(/C=N/n2c(COc3ccccc3)n[nH]c2=S)cc1OC	4	-26	6	-11	-11	-8	-9	-3	-8	9	-14
CCc1ccc2oc(C(=O)NC3CCS(=O)(=O)C3)cc(=O)c2c1 (stereo not given)	-24	11	-3	-17	3	-4	-1	-3	-9	14	-5
COc1c2c(cc3oc(=O)ccc13)OC(C)(C)C=C2	-17	-29	-45	-31	-31	-21	-3	-5	2	-20	-11
O=C(c1ccccc1F)N1CCCc2ccccc21	4	19	35	41	-61	-18	8	-2	1	-9	0
CC(C)c1cc(C(C)C)n2nc(N)nc2n1	-5	-27	10	2	7	-1	-1	2	5	-3	0
COCCNC(=O)CN(c1cc(C(F)(F)F)ccc1Cl)S(C)(=O)=O	-6	14	15	17	-8	-24	-2	-13	-2	-5	-13
COc1ccc(-c2nc(C#N)c(N3CCCCCC3)o2)cc1OC	4	-14	-8	-23	-23	16	-1	3	-12	-36	-9
Cc1ccc2c(c1)c1c(n2CC(O)CNC(CO)(CO)CO)CCCC1 (stereo not given)	-1	17	2	-1	-14	2	0	-2	16	-27	-2
Cc1ccccc1Cn1c(NC2CCCC2)nc2c1c(=O)[nH]c(=O)n2C	-6	10	-13	19	1	-23	-2	1	0	2	3
COC(=O)c1c(-c2ccc(F)cc2)noc1N	-3	-19	12	-13	-21	-27	-3	0	3	-17	1
Cn1c(=O)oc2cc(S(=O)(=O)NCCC(=O)N3CCN(c4ccccc4F)CC3)ccc21	-32	14	-3	5	-26	-2	17	-8	-6	-15	10
CCOC(=O)c1c(NC(=O)CSc2nnnn2C)sc(CC)c1C	-2	18	-18	-4	11	-27	0	-9	0	10	4
COc1ccc(NC(=O)C(NC(=O)OC(C)(C)C)C(C)OCc2ccccc2)cc1 (stereo not given)	12	6	5	11	-6	14	0	1	-4	-15	-6
COc1ccc(S(=O)(=O)NC(CC(=O)NCCc2ccc(OC)c(OC)c2)C(C)C)cc1 (stereo not given)	22	11	3	12	-6	9	-2	-8	1	-4	-6
CC(C)C(=O)Nc1cccc(C(=O)OCC(=O)c2ccc(Cl)cc2Cl)c1	-9	-23	-26	-30	-6	-11	0	-1	-1	-4	-3
N#Cc1cnn(-c2ncnc3sc4c(c23)CCCC4)c1N	5	9	-8	-6	2	-7	0	-5	4	4	14
CCOC(=O)/C(C#N)=C/c1cn(CCC(=O)O)nc1-c1cccc(Br)c1	-4	-14	16	-7	-17	-7	0	-3	3	11	-21
CC(C)Cn1c(=O)n(C)c(=O)c2[nH]cnc21	-11	13	-17	-33	1	21	2	-10	1	0	4
CC(C)OCCCNC(=O)c1c(N)n(/N=C/c2cccs2)c2nc3ccccc3nc12	7	-18	-4	37	10	3	-2	-5	-2	-8	-2
CCN(CC(=O)NCc1ccc(Cl)cc1)C(=O)/C=C/c1ccccc1	6	-1	-2	16	1	-9	-2	0	-9	3	7
CCOc1ccc(CCNC(=O)C2CCCN2C(=O)OCc2ccccc2)cc1OCC (stereo not given)	6	12	-2	-7	10	18	19	-22	2	-10	-9
O=C(CCC(=O)c1cccs1)OCc1ccc([N+](=O)[O-])cc1	6	-4	-4	-8	-14	11	-2	-6	-1	-4	-2

3 compounds from above, ordered by number of heavy atoms, high to low.
SMILES	SRC3 inh	NR2F2 inh	TROY signal inh	TWEAK-Fn14 inh	SRC1 inh	NR5A2 inv ag	Granule exo inh	NOD2 RIPK2 PPI	ABHD5 PLIN5 PPI	NCOA2 inhibitor	TLR9-MyD88 inh
Cn1c(=O)oc2cc(S(=O)(=O)NCCC(=O)N3CCN(c4ccccc4F)CC3)ccc21	-32	14	-3	5	-26	-2	17	-8	-6	-15	10
COc1ccc(-c2nc(C#N)c(N3CCCCCC3)o2)cc1OC	4	-14	-8	-23	-23	16	-1	3	-12	-36	-9
COC(=O)c1c(-c2ccc(F)cc2)noc1N	-3	-19	12	-13	-21	-27	-3	0	3	-17	1

Going on with the list:
SMILES	SRC3 inh	NR2F2 inh	TROY signal inh	TWEAK-Fn14 inh	SRC1 inh	NR5A2 inv ag	Granule exo inh	NOD2 RIPK2 PPI	ABHD5 PLIN5 PPI	NCOA2 inhibitor	TLR9-MyD88 inh
O=C(c1ccc(-c2nnc(Nc3ccccc3)c3ccccc23)cc1)N1C[C@H]2C[C@H](C1)c1cccc(=O)n1C2	26	10	-14	5	10	5	-2	6	0	-24	6
CN(CC(=O)Nc1ccc(F)cc1)C(=O)CCc1ccccc1	0	-14	-6	-6	0	-5	-8	-8	2	14	6
Cc1nnc(SCc2ccc(F)cc2)s1	-23	2	-36	-31	-18	-22	-4	5	-1	-11	-1
Cc1cccc(-n2ncc3c(Nc4ccc(F)cc4)ncnc32)c1	-48	-6	-43	-2	-40	-40	12	-21	-4	-28	-6
O=C(O)c1ccc(Br)c(S(=O)(=O)N2CCCC2)c1	-22	4	17	6	-18	7	-2	-2	-7	2	-3
Cc1ccc(-c2nn(-c3cc(Cl)ccc3[N+](=O)[O-])c(=O)c3ccccc23)cc1	4	0	10	-31	-20	0	0	-32	-6	-2	-17
N#C/C(=C\c1ccc(O)c(Br)c1)C(=O)N1CCCCC1	-15	0	-10	3	9	9	-2	-5	-3	-6	1
COC(=O)[C@]12CCCCC=C1N(Cc1ccccc1)C(=O)[C@H](CC(=O)NCC1CCCCC1)C2	.	-8	9	22	.	7	6	-2	-4	3	.
Cc1ccc(NC(=O)OC(C)N2CCCCC2)cc1NC(=O)OC(C)N1CCCCC1 (stereo not given)	-4	11	-11	17	12	-13	-5	-14	7	-12	-3
CCCNS(=O)(=O)c1cccc(C(=O)NC2CCCc3ccccc32)c1 (stereo not given)	8	10	-3	3	13	-5	-4	-8	-4	10	-8
CC(C)CC(=O)/C(=C/c1ccc(N(C)C)cc1)n1cncn1	5	12	-5	17	11	10	10	6	1	6	9
Cc1cccc2cc(C#N)c(NCCCn3ccnc3)nc12	-5	4	-7	1	-7	-2	-7	-2	6	5	-10
CCCn1nc(NS(=O)(=O)c2cccc3nonc23)c2cc3ccccc3nc21	9	0	3	7	1	7	-3	-9	0	2	-8
Cc1oc2ccc(O)cc2c1C(=O)c1ccccc1	-23	-12	-70	-2	-22	2	-4	1	-6	-41	5
COc1ccc(C(=O)OCC(=O)NC2CC2)cc1[N+](=O)[O-]	0	-15	-7	-4	-3	2	4	-13	1	-17	4
CCC(=O)Nc1nnc(S(=O)(=O)N(C)Cc2ccco2)s1	-15	5	-1	-7	10	15	-6	-10	11	3	9
Brc1ccccc1-n1nnc(-c2nccs2)n1	-90	-74	-43	-1	-110	-84	-8	-8	-9	-58	-18

Bioassay records as filed in PubChem BioAssay.

An excerpt; count on the stated rates, not on these rows.
